# High-throughput results: PubChem, NMMLSC
# Avidin bead fluor: green autofluorescence of compounds with avidin beads – biophysical, 488/530 nm, flow cytometry, artefact control, profiling panel. compound fluorescence 488/530 nm; active compounds read high. fluorescence (KMESF) at 10 µM. 0.38% of 220,000 active; in the data active = fluorescence above about 47; also: inactives centre near 10
# ABCG2 inh: ABCG2 efflux pump inhibitors, primary screen, multiplex with ABCB1, IgMXP3 cells, flow cytometry | Broad substrate specificity ATP-binding cassette transporter ABCG2 (Homo sapiens), Q9UNQ0 | JC-1 efflux | inhibition, % at 6.6 µM | 0.1% of 190,000 active;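 active = inhibition above 80%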;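 also: 0% = DMSO and 100% = nicardipine control wells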
# Target sequence (Q9UNQ0 whole entry, looked up): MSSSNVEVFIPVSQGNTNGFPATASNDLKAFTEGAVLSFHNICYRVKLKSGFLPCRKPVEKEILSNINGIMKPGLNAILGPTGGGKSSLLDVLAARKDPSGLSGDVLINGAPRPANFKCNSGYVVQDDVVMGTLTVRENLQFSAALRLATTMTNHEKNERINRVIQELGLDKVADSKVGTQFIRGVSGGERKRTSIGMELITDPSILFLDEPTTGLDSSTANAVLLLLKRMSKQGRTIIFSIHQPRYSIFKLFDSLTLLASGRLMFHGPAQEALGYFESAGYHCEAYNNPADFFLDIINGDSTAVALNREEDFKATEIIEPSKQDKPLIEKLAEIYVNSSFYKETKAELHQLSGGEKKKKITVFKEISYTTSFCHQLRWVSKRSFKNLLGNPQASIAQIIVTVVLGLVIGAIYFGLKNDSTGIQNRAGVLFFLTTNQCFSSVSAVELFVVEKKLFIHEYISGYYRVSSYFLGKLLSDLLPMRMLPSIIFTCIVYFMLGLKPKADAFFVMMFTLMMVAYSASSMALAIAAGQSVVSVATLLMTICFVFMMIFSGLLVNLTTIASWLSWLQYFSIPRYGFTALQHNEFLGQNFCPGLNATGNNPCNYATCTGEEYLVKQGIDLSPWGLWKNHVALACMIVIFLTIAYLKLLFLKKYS
#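 test system = two drug-resistant human cell lines, ABCG2 and ABCB1 | amount = 3 million cells/mL final, two lines in 1:1 ratio | reagent = JC-1 transporter substrate | doses = one concentration, 6.6 µM final | incubation = 10 min at 25 °C | signal = flow cytometric JC-1 green MFI at 530 nm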
# Bcl-XL Bim block: inhibitors of Bim-Bcl-XL binding, primary screen, biochemical, multiplexed, bead flow cytometry, human Bcl-XL; AID 1007, 2008; inhibition, % at 10 µM; Bcl-2-like protein 1 (Homo sapiens), Q07817; 0.04% of 190,000 active; Bim peptide-Bcl-XL binding, fluorescence
# Target sequence (Q07817 whole entry, looked up): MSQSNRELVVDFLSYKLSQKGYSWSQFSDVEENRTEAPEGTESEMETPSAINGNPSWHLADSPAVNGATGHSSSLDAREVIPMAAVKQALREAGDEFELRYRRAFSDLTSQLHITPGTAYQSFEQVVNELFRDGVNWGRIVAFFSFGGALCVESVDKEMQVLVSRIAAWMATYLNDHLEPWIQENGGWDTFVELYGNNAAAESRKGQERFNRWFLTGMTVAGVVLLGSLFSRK
# Bim-Bcl-2: inhibitors of Bim-Bcl-2 binding, primary screen, biochemical, multiplexed, human Bcl-2 family. Apoptosis regulator Bcl-2 (Homo sapiens), P10415. Bead-based flow cytometry, Bim peptide-Bcl-2 binding. inhibition, % at 10 µM. 0.06% of 190,000 active. AID 950, 2007; in the data active = inhibition above about 40%; inconclusive = no clear call, values can overlap the other calls;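 also: 0% = no compound wells with probe peptide and 100% = reference peptide inhibitor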
# Bim-Bcl-B: inhibitors of Bim-Bcl-B binding, primary screen, biochemical, multiplexed, human Bcl-2 family | Bcl-2-like protein 10 (Homo sapiens), Q9HD36 | bead-based flow cytometry, Bim peptide-Bcl-B binding | inhibition, % at 10 µM | 0.073% of 190,000 active;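 also: 0% = tracer peptide without compound and 100% = reference inhibitor peptide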
# Target sequence (Q9HD36 whole entry, looked up): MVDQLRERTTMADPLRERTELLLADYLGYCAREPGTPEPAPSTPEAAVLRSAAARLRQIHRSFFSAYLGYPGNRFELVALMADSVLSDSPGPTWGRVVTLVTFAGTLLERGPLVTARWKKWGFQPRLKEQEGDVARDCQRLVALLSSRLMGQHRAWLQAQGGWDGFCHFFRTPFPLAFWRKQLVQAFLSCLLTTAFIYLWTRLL
# Bcl-W Bim block: inhibitors of Bim binding to Bcl-W, primary screen, biochemical, multiplexed, bead-based flow cytometry | Bcl-2-like protein 2 (Homo sapiens), Q92843 | Bim peptide-Bcl-W binding | inhibition, % at 10 µM | 0.02% of 190,000 active | AID 952, 2007;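 also: 0% = bound tracer without compound and 100% = peptide blocker; higher means less fluorescent Bim peptide bound to Bcl-W beads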
# Bim-Bfl-1: inhibitors of Bim binding to Bfl-1, primary screen, biochemical, multiplexed, bead-based flow cytometry; AID 1008, 2008; 0.12% of 190,000 active; Bim-Bfl-1 binding inhibition; inhibition, % at 10 µM; Bcl-2-related protein A1 (Homo sapiens), Q16548;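 also: 0% = wells without compound plus tracer and 100% = blocker peptide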
# GSH fluor: compound fluorescence on glutathione beads, profiling panel, artefact control, biophysical, 488/530 nm, flow cytometry | GSH beads flow cytometry, compound fluorescence 488/530 nm; active compounds read high | fluorescence (KMESF) at 10 µM | 0.25% of 190,000 active; in the data active = fluorescence above about 89;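 also: glutathione beads carrying GST-tagged Bcl family fusion proteins plus one bare bead set; values are compound well signal with DMSO vehicle wells as background; inactives centre near 16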
# RGS4-Gao reg: modulators of RGS4 binding to Galphao, primary screen, biochemical, multiplexed bead flow cytometry | binding response (% of control), % at 10 µM | AID 1415, 2008 | actives lie on both sides | 0.33% of 220,000 active | Guanine nucleotide-binding protein G(o) subunit alpha (Homo sapiens), P09471; in the data active = binding response below about 49% or above about 150%; inactive = in between;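 also: fluorescent Galphao activated with aluminum fluoride binding bead-coupled RGS4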
# ABCB1 inh: ABCB1 efflux pump inhibitors, primary screen, cell-based, multiplex, flow cytometry, ABCG2 counter-screen; ATP-dependent translocase ABCB1 (Homo sapiens), P08183; CCRF-Adr cells, JC-1 efflux; inhibition, % at 6.6 µM; 0.067% of 190,000 active; AID 1326, 2008; in the data active = inhibition above about 40%;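 also: 0% = vehicle and 100% = reference inhibitor; higher value means more JC-1 retained so stronger ABCB1 efflux block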
# RGS7-Gao: RGS7-Galphao binding modulators, primary screen, biochemical, multiplexed bead flow cytometry. Guanine nucleotide-binding protein G(o) subunit alpha (Homo sapiens), P09471. actives lie on both sides. binding response (% of control), % at 10 µM. 0.35% of 220,000 active. AID 1439, 2008; in the data active = binding response below about 49% or above about 150%; inconclusive = no clear call, values can overlap the other calls; inactive = in between;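 also: fluorescent Galphao held in activated GDP-AlF4 state binding bead-coupled RGS7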
# Active calls of the source: *; ? = inconclusive. Rule as the data show it, unless noted: active = inhibition above about 40%. An unsorted share of the library; any-hit rate near 1.3%.
SMILES,Avidin bead fluor,ABCG2 inh,Bcl-XL Bim block,Bim-Bcl-2,Bim-Bcl-B,Bcl-W Bim block,Bim-Bfl-1,GSH fluor,RGS4-Gao reg,ABCB1 inh,RGS7-Gao
O=C(O)C1CCCN1S(=O)(=O)c1cc(Cl)ccc1Cl (stereo unspecified),9,0.6,7.0,-9.0,-7.0,0.0,-12.0,46,100.6,0.1,102.0
O=C(Cc1csc(Nc2nc(=S)[nH]c3ccccc23)n1)NCc1ccc(Cl)cc1,8,0.4,1.0,0.0,5.0,0.0,0.0,48,98.4,-0.6,96.6
CNC(=O)c1nnn(Cc2ccccc2)c1NC(C)=O,4,0.5,0.0,-8.0,-8.0,0.0,-12.0,47,95.7,0.0,96.5
Cc1ccc(CNCC(O)(c2ccccc2)c2ccc(F)cc2)cc1 (stereo unspecified),24,-0.2,-1.0,-2.0,-7.0,1.0,-6.0,16,102.8,0.1,103.7
CC(NC(=O)C1CCCN(S(=O)(=O)c2cccs2)C1)c1ccccc1 (stereo unspecified),24,2.9,-10.0,-10.0,-8.0,-7.0,-16.0,14,99.3,0.5,97.7
CCc1ccc(C(=O)c2oc3nc(C)cc(C)c3c2N)cc1,22,2.5,2.0,0.0,0.0,0.0,-1.0,19,91.8,1.4,91.8
CCN1C(=O)S/C(=C/c2ccsc2)C1=O,52*,1.2,-5.0,-7.0,-7.0,-1.0,-11.0,26,98.8,-0.2,106.1
CCOC(=O)C1CCCN(c2c(NCCc3ccc(S(N)(=O)=O)cc3)c(=O)c2=O)C1 (stereo unspecified),7,-1.7,-5.0,-7.0,-7.0,1.0,-11.0,19,103.7,-1.1,98.7
O=C(CN1C(=O)/C(=C/c2cccc(Br)c2)SC1=S)NC1=NCCS1,9,-0.3,-1.0,1.0,-8.0,1.0,-1.0,19,100.0,-0.2,104.9
CCNC(=O)Nc1ccc(-n2nc(C)c(C(=O)OCC)c2C)nc1,23,3.0,0.0,-3.0,-4.0,0.0,-8.0,11,103.8,-0.3,102.0
COc1ccc(S(=O)(=O)NCCCN2CCOCC2)c2ccccc12,12,2.2,1.0,-15.0,-12.0,-1.0,-14.0,30,100.4,1.8,101.7
Cc1cc2cc(CCNC(=O)c3c(-c4ccccc4Cl)noc3C)c(=O)[nH]c2cc1C,7,9.5,1.0,-2.0,-1.0,2.0,-6.0,21,100.3,1.7,99.1
Cc1cc2cc(CNC(=O)c3ccc(S(=O)(=O)N4CCCCC4)cc3)ccc2[nH]1,6,0.7,-3.0,-8.0,-8.0,3.0,-12.0,28,97.2,0.0,97.0
CC(CN1CCCCC1)OC(=O)c1ccc(Cl)cc1Cl (stereo unspecified),8,0.9,1.0,-7.0,-7.0,5.0,-14.0,63,99.3,0.5,100.1
CCOC(=O)C1CCN(C(=O)c2c(-c3ccccc3)noc2C)CC1,10,0.6,0.0,-3.0,-5.0,0.0,-5.0,10,93.5,0.7,90.0
CCCc1[nH]n(-c2nc3ccccc3s2)c(=O)c1C=NCC1CCCO1 (stereo unspecified),8,2.5,-2.0,-5.0,-2.0,3.0,-7.0,9,111.9,0.3,106.8
COC(=O)N/N=C/c1ccc(OS(=O)(=O)c2ccc(C)cc2)c(OC)c1,8,1.7,-4.0,-3.0,0.0,-5.0,-2.0,20,99.4,0.1,104.1
Cc1nc2ccc(CCO)cc2s1,20,-0.3,-1.0,-1.0,-3.0,3.0,-7.0,10,109.1,-0.1,100.5
Cc1cc2cc(C)c(NCCNC(=O)c3ccccc3Cl)nc2cc1C,24,0.2,-17.0,-5.0,-6.0,-12.0,-4.0,9,94.3,-0.2,98.6
Cc1cc(C)cc(C(=O)O/N=C(\N)c2ccc(Br)cc2)c1,37,1.5,-1.0,-6.0,-2.0,-5.0,-1.0,11,98.6,0.2,103.4
Cn1c(Nn2cnnc2)nc2ccccc21,6,-3.2,-20.0,-9.0,-7.0,-3.0,-12.0,36,89.0,-2.5,91.0
CCCOc1ccc(/C(O)=C2/C(=O)C(=O)N(CCN(C)C)C2c2ccco2)cc1 (stereo unspecified),16,-4.0,-4.0,-4.0,-5.0,0.0,-5.0,35,89.2,-0.1,96.8
COc1ccc2c(C)nc(N/C(N)=N/S(=O)(=O)c3ccc(C)cc3)nc2c1,21,0.5,3.0,0.0,3.0,2.0,0.0,8,100.8,0.3,99.9
Oc1ccc(Br)cc1/C=N/Nc1nc(N2CCCCC2)nc(N2CCOCC2)n1,8,-0.9,-5.0,-10.0,-3.0,-3.0,-3.0,19,102.7,-0.7,99.1

# Results in Bim-Bcl-B and ABCG2 inh, for some of the entries so far:
SMILES	Bim-Bcl-B	ABCG2 inh
COc1ccc(S(=O)(=O)NCCCN2CCOCC2)c2ccccc12	-12.0	2.2
Cc1cc2cc(CCNC(=O)c3c(-c4ccccc4Cl)noc3C)c(=O)[nH]c2cc1C	-1.0	9.5

# More compounds:
SMILES,Avidin bead fluor,ABCG2 inh,Bcl-XL Bim block,Bim-Bcl-2,Bim-Bcl-B,Bcl-W Bim block,Bim-Bfl-1,GSH fluor,RGS4-Gao reg,ABCB1 inh,RGS7-Gao
Cc1ccc(-c2c3c(=O)n(C)c(=O)n(C)c3cn2-n2cnnc2)cc1,25,1.6,-2.0,-1.0,-3.0,-5.0,3.0,13,102.3,0.3,106.5
Cc1cccc(-n2c(=O)c3c(C)c(C)sc3n(CC(N)=O)c2=O)c1,12,0.0,-1.0,-2.0,-3.0,0.0,-2.0,11,108.5,0.1,109.7
C/C(Cl)=C/Cn1c(SCc2ccc(Cl)cc2)nc2c1c(=O)[nH]c(=O)n2C,15,1.1,0.0,1.0,-1.0,2.0,-4.0,11,96.6,0.5,100.1
CCN(CC)Cc1cc(C(C)=O)ccc1O,7,1.2,-8.0,-7.0,-9.0,0.0,-11.0,51,103.9,0.4,105.3
Cc1cccnc1NC(=O)Cn1nc([N+](=O)[O-])cc1C,9,1.2,-5.0,-1.0,-3.0,-2.0,-7.0,22,101.6,0.3,100.0
Cc1cccc(N2C(=O)C(Oc3ccc(Cl)cc3Cl)C2C(=O)O)c1C (stereo unspecified),16,5.2,-6.0,-1.0,-9.0,-3.0,-12.0,17,101.0,0.1,101.2
CC(C)C(OC(=O)c1cccs1)C(=O)NCc1ccccc1 (stereo unspecified),7,-0.1,-1.0,-1.0,0.0,-2.0,2.0,14,103.5,0.1,104.7
O=C(N1CCOCC1)N(Cc1cccs1)C1CCCC1,8,7.2,-2.0,-2.0,3.0,0.0,0.0,24,96.4,0.5,98.3
CCOc1cccc(-c2cc(-c3n[nH]c(=S)n3CC)c3ccccc3n2)c1,13,-0.6,-4.0,0.0,-1.0,-1.0,0.0,11,95.0,-0.3,100.7
O=C(NCc1cccc(C(F)(F)F)c1)C1CCN(c2ncccn2)CC1,7,1.4,-5.0,-8.0,-9.0,-1.0,-8.0,26,101.1,0.6,103.6
O=c1[nH]c(Nc2nc3ccccc3o2)nc2c1CCCC2,25,0.4,0.0,0.0,2.0,0.0,0.0,15,97.8,0.0,102.3
CCOc1ccc(NC(=S)N2CCN(c3ccc(N4CCOCC4)nn3)CC2)cc1,11,3.8,1.0,1.0,-4.0,0.0,-2.0,11,100.0,1.1,100.6
Cc1cc(N2C(=O)C(O)=C(C(=O)c3cccs3)C2c2ccccc2)no1 (stereo unspecified),20,-0.6,0.0,4.0,1.0,0.0,0.0,10,98.9,-0.1,102.3
Nc1nc(NCC2CCCO2)nc(Nc2ccc(F)cc2)c1[N+](=O)[O-] (stereo unspecified),14,25.8,-2.0,-4.0,-6.0,2.0,-5.0,11,100.5,1.5,99.9
COc1ccc(N2CCN(C(=O)CN(C)S(=O)(=O)c3cc(C)ccc3OC)CC2)cc1,14,0.6,-2.0,0.0,-2.0,2.0,5.0,10,98.8,0.9,103.0
CCOC(=O)/C(=N\Nc1ccccc1Cl)N(C)C1CCCCC1,10,3.7,-1.0,-3.0,-4.0,0.0,-4.0,13,102.5,0.8,?
CC(C)(C)NC(=O)NC(=O)CSc1ncn[nH]1,10,6.8,-2.0,-1.0,-6.0,-1.0,-4.0,27,101.9,1.6,101.0
Cc1ccc(NC(=O)C2CCCN2C(=O)Oc2ccccc2)cc1 (stereo unspecified),18,1.9,-5.0,-3.0,-6.0,-1.0,-8.0,28,101.0,0.1,102.5
Clc1cccc(/C=N\Nc2nccs2)c1,12,4.9,-30.0,-3.0,-3.0,6.0,-10.0,59,99.7,0.4,99.8
CN1CCN(C(=S)C(=O)NCc2ccccc2)CC1,15,0.2,0.0,-3.0,-2.0,0.0,-6.0,22,103.0,0.4,105.1
CCCCCCOC(=O)CCn1[nH]c(=O)c2ccccc2c1=O,37,23.5,0.0,-7.0,-1.0,0.0,-16.0,20,100.9,1.7,103.8
c1ccc(-c2ccc(-c3csnn3)cc2)cc1,34,0.5,-1.0,-5.0,-1.0,-4.0,-2.0,20,96.4,0.2,95.5
O=C(COc1ccccc1Cl)c1ccc2c(c1)CCCC2,16,1.6,-7.0,-6.0,-5.0,1.0,-10.0,10,98.6,0.2,101.6
COCCCNC(=O)c1ccc2c(=O)n(C3CCCC3)c(=S)[nH]c2c1,15,6.0,-2.0,-5.0,-3.0,-2.0,-5.0,65,98.4,1.1,98.2
COC(=O)Nc1ccc(S(=O)(=O)N2CCCC(C(=O)O)C2)cc1 (stereo unspecified),9,5.2,-1.0,2.0,-2.0,0.0,-5.0,10,101.4,0.2,97.5
Cc1c(CNCCCc2ccccc2)c(C(=O)O)c(C)n1Cc1ccccc1,12,1.8,-3.0,-6.0,-6.0,-2.0,-6.0,16,99.9,0.7,99.3
O=C1CN(C(=O)c2cccs2)c2ccccc2N1,13,1.4,-19.0,-8.0,-9.0,0.0,-15.0,24,101.4,0.1,94.2
CCCCC(c1nnnn1C1CCCC1)N1CCN(C2CCCC2)CC1 (stereo unspecified),12,1.0,1.0,2.0,0.0,0.0,1.0,20,98.2,0.7,100.1

# One compound at a time, as listed above. Order of values: Avidin bead fluor, ABCG2 inh, Bcl-XL Bim block, Bim-Bcl-2, Bim-Bcl-B, Bcl-W Bim block, Bim-Bfl-1, GSH fluor, RGS4-Gao reg, ABCB1 inh, RGS7-Gao
# Shown for CCCCC(c1nnnn1C1CCCC1)N1CCN(C2CCCC2)CC1 (stereo unspecified) : 12, 1.0, 1.0, 2.0, 0.0, 0.0, 1.0, 20, 98.2, 0.7, 100.1
# Shown for COC(=O)Nc1ccc(S(=O)(=O)N2CCCC(C(=O)O)C2)cc1 (stereo unspecified) : 9, 5.2, -1.0, 2.0, -2.0, 0.0, -5.0, 10, 101.4, 0.2, 97.5
# Shown for O=C1CN(C(=O)c2cccs2)c2ccccc2N1 : 13, 1.4, -19.0, -8.0, -9.0, 0.0, -15.0, 24, 101.4, 0.1, 94.2
